# Bioassay records: PubChem, Sanford-Burnham Center for Chemical Genomics
# CCR6 antagonist = blocks CCL20-driven beta-arrestin recruitment at human CCR6; inhibition, % at 20 µM; AID 493098; CHO-K1 CCR6 PathHunter beta-arrestin, luminescence, CCL20-stimulated; hit rate 0.49% among 340,000; P51684;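 active means compounds whose inhibition of the agonist-driven luminescence signal at 20 µM reaches about 50%, limit read from the data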;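 further: cells stimulated with CCL20 at 14 nM final; plate controls were DMSO with CCL20 for no effect and DMSO without agonist for full effect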
# CHOP UPR activ = apoptotic UPR (CHOP) activation; CHO-CHOP luciferase reporter, luminescence; percent of tunicamycin response over DMSO baseline; activation, % at 10 µM; hit rate 0.34% among 330,000;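 active means at 10 µM dose, activation of 40% or more, normalized to positive control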;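 further: 100% = tunicamycin at 10 µg/mL and 0% = DMSO alone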
#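 System: CHO-CHOP luciferase reporter cell line; amount: 500 cells/well; buffer or medium: F12 medium containing 10% fetal bovine serum; incubation: 6 h compound exposure at 37 °C after overnight seeding; measured by: luciferase luminescence after 10 min with Steady-Glo reagent; evaluation: % reporter activation, DMSO baseline versus tunicamycin full activation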
# Mdm2-MdmX inh = inhibitors of human Mdm2/MdmX interaction. O15151+Q00987. SaOS-2 split-luciferase Mdm2/MdmX complementation, luminescence. inhibition, % at 8 µM. hit rate 3% among 330,000. AID 485346;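 active means inhibition of at least 50% at 8 µM in the primary screen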
# EBI2 block = blocks human EBI2 receptor beta-arrestin signaling. P32249. EBI2 beta-arrestin recruitment, luminescence, 7a,25-OHC stimulated. inhibition, % at 5 µM. hit rate 0.81% among 360,000; in the data active means inhibition above about 38%;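 further: enzyme fragment complementation signal reports receptor beta-arrestin coupling in cells; 0% = agonist plus DMSO wells and 100% = wells without agonist; some results beyond the cut were filed as inactive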
# Target sequence (P32249 whole entry, looked up, the tested form may be a part): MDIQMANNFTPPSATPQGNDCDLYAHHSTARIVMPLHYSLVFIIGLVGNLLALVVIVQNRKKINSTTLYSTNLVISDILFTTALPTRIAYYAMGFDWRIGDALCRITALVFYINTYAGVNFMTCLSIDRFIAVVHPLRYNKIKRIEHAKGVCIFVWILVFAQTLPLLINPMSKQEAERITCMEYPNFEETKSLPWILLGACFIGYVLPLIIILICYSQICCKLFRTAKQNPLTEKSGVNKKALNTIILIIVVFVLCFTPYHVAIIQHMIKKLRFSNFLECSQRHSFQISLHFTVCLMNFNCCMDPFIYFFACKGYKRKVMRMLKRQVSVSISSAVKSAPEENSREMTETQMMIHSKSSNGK
# Jurkat NFkB inh = lowers PMA/ionomycin-induced NF-kB signal in Jurkat cells. PMA/ionomycin-induced NF-kB luciferase reporter, luminescence. inhibition, % at 4 µM. hit rate 0.53% among 330,000. AID 435003; in the data active means inhibition above about 50%
# XBP1 UPR activ = activators of adaptive arm of unfolded protein response (XBP1) | CHO-XBP1 luciferase reporter, IRE1-XBP1 UPR activation, luminescence; percent of tunicamycin response, DMSO as zero | activation, % at 20 µM | hit rate 0.33% among 330,000 | AID 463104;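 active means versus positive control, 20 µM dose yields 30% or more activation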;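 further: 100% = tunicamycin at 10 µg/mL and 0% = DMSO only wells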
#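 Material: CHO-XBP1 cells stably carrying IRE1-XBP1-driven luciferase reporter / Amount: 1000 cells per well / Compound: 20 µM, 1% DMSO / Times: 6 h treatment, 37 °C / Detection: luciferase luminescence / Measure: % activation of reporter signal versus tunicamycin and DMSO controls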
# 697 NFkB inh = lowers PMA/ionomycin-induced NF-kB signal in 697 B cells | 697 B-cell NF-kB luciferase reporter, 16 h | inhibition, % at 4 µM | hit rate 0.33% among 330,000; in the data active means inhibition above about 35%
# CXCR6 block = blocks human CXCR6 beta-arrestin recruitment; O00574; CHO-K1 PathHunter CXCR6 beta-arrestin, luminescence; inhibition, % at 20 µM; hit rate 0.36% among 360,000; AID 602244; in the data active means inhibition above about 34%, passing the limit was not always enough;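 further: antagonist mode with CXCL16 agonist at 10 nM final; 0% = 10 nM CXCL16 with DMSO and 100% = unstimulated wells without agonist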
# Target sequence (O00574 whole entry, looked up): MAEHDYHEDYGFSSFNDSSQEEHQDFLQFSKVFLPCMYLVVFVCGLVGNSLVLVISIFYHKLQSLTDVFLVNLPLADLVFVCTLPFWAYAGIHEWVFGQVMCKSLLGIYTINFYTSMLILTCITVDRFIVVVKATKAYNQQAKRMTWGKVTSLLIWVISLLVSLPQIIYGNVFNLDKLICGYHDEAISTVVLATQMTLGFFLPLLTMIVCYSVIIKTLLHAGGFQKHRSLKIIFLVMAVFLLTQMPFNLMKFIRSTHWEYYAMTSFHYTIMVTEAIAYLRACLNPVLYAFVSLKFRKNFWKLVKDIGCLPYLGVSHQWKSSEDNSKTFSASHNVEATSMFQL
# Gli-Sufu antag = blocks Gli-Sufu signaling in a luciferase reporter. Sufu-KO-LIGHT fibroblasts, Gli luciferase reporter luminescence. inhibition, % at 5 µM. hit rate 0.74% among 340,000;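 active means inhibition above about 55%, limit read from the data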;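 further: 0% = DMSO-treated cells and 100% = wells with medium but no cells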
# Active calls of the source: *; . = not tested or not shown; & = joins results of further samples. Compounds as they come; any-hit rate near 5%.
smiles,CCR6 antagonist,Jurkat NFkB inh,697 NFkB inh,XBP1 UPR activ,CXCR6 block,Gli-Sufu antag,CHOP UPR activ,EBI2 block,Mdm2-MdmX inh
Cn1nnnc1SCc1nc2ccccc2[nH]1,-8,-18,-19,-2,-6,-10,0.0,-2,9
COc1cccc(OC)c1C(=O)NCCc1ccccc1,-3,7,12,3,0,-1,0.5,-12,2
COc1cccc(/C=N/NC(=O)C(=O)N/N=C/c2cccc(OC)c2O)c1O,1,.,.,.,-8,18,.,-16,.
CCN(CC)S(=O)(=O)c1ccc(C(=O)NCC2(N3CCOCC3)CCCCC2)cc1,7,2,13,-4,-5,9,0.1,6,-12
O=C(NCc1ccccc1)NC1(C(=O)N2CCN(c3ccccc3)CC2)CCCCC1,6,11,15,-2,-6,1,1.9,-7,11
CCCCn1c(=O)c2c(O)cc(=O)oc2c2ccccc21,-1,2,-5,1,-5,32,-3.6,-4,0
CCc1cccc(NS(=O)(=O)c2ccc3c(c2)CCC(=O)N3)c1,9,0,-11,-2,-3,-3,0.8,-10,16
O=C(NCc1cccc(C(F)(F)F)c1)c1ccc2c(c1)OCO2,20,-1,-46,-2,8,2,-0.9,2,3
COCCNC(=S)N/N=C(\C)c1ccccc1F,7,5,-10,-2,-4,-10,-0.1,-23,32
O=C(Nc1nc2ccccc2s1)c1ccc(N2CCCCC2)c([N+](=O)[O-])c1,37,-15,-27,3,18,-60,2.9,21,-42
Cc1ccc2oc(=O)n(CC(=O)OC(C)C)c2c1,-8,-15,9,-4,4,16,-1.5,3,-15
CCN(CC)S(=O)(=O)c1cccc(NC2=NCC(C)S2)c1 (stereo unspecified),-3,-6,-4,-2,1,8,1.1,4,6
CC(C)C(OC(=O)c1cccs1)C(=O)NCc1cccs1 (stereo unspecified),3,10,-4,-2,2,1,-0.3,2,8
COc1ccc(OCc2cc(C(=O)O)c(C)o2)cc1,.,-42,-86,-2,.,.,0.0,.,-36
Cc1cc2cc(CNC(=O)C3CC3)ccc2n1C,1,10,28,5,4,-4,2.8,8,27
O=C(NCCCCc1ccccc1)c1cccc(NC(=O)C2CCC2)c1,11,.,.,.,10,-13,.,8,.
COc1cc2c(cc1OC)C(c1ccc(O)cc1)NCC2 (stereo unspecified),10,6,-2,-4,-2,-13,3.5,6,17
COC(=O)COc1ccc(S(=O)(=O)N2CCN(c3ccccc3F)CC2)cc1C,-4,-13,-2,-1,-4,-10,-2.3,-8,-3
COC(=O)c1ccccc1NC(=O)NN1CCN(C)CC1,-17,14,13,-3,0,7,0.2,0,9
CCC(C)NC(=O)CN1c2cccc3cccc(c23)S1(=O)=O (stereo unspecified),-11,-4,5,-3,-1,4,-1.7,-9,30
Cc1ccc(-c2cc(C(=O)Nc3ccc(S(=O)(=O)Nc4onc(C)c4C)cc3)c3ccccc3n2)cc1,16,-1,-7,-3,5,-1,-1.2,0,-2
CCCn1c(NC(=O)c2ccco2)nc2ccccc21,9,2,0,0,5,36,2.7,1,41
CC1=NN(c2ccccc2)C(=O)/C1=C\C=C\c1ccccc1,19,1,-57,-1,12,22,3.1,7,66*
CCOC(=O)NC(=O)CSc1ccc(S(=O)(=O)N2CCCCC2)cn1,0,9,4,2,-9,-6,-1.4,-3,-2
CCN1CCN(C(C)C(=O)Nc2c(C)n(C)n(-c3ccccc3)c2=O)CC1 (stereo unspecified),-4,9,17,-3,6,3,0.9,-2,-21
Cc1ccc(CN2CCC(Oc3cccc(C(=O)NCc4cccnc4)c3)CC2)o1,-9,18,1,-6,-3,31,1.2,-3,7
CN1CCN(C(=O)C2=C[C@@H](C3CCCCC3)C[C@@H](OCc3ccc(CO)cc3)O2)CC1,-5,3,2,0,-1,-3,1.0,9,13
O=c1oc2ccccc2n1Cc1ccccc1Cl,6,6,10,-2,3,-5,0.9,0,17
Cc1ccc(NC(=O)C2CCCCC2C(=O)O)cc1C (stereo unspecified),-18,-23,3,-3,-16,3,-1.4,7,9
S=C(NCc1cccc(Cl)c1)NCc1ccco1,8,-2,-5,-1,3,-17,3.3,3,-3
CC(Cl)C(=O)c1c[nH]c2ccccc12 (stereo unspecified),2,-1,1,-2,3,-1,1.9,-6,27
Cc1ccc(OCC(O)CN2CCN(Cc3ccc4c(c3)OCO4)CC2)c(C)c1 (stereo unspecified),15&21,1,-4,-2,2&6,0&4,-0.7,5&17,2
COc1ccc(-c2oc3ncnc(N)c3c2-c2ccccc2)cc1,26,10,17,9,-2,-3,0.5,6,32
C=CCN1C(=O)C(Cc2cccc(Cl)c2)SC1=Nc1ccc(C(=O)O)cc1 (stereo unspecified),7,-5,-9,1,-6,-2,-1.8,-7,10
CCc1cccc2c(=O)c(C(=O)N3CCCCCC3)c[nH]c12,21,-22,-15,-1,-2,-8,0.9,0,-23
CC(CCc1ccco1)NC(=O)CCc1nnc2ccc(NCc3ccccc3)nn12 (stereo unspecified),8,0,8,-6,4,1,-2.2,1,-2
CCN(C(=O)CN1CCN(c2ccccc2)CC1)c1c(N)n(Cc2ccccc2)c(=O)[nH]c1=O,-8,-5,11,-2,9,5,1.9,0,-11
COc1cc(NC(=O)c2csc3c2CCCC3)ncn1,-5,-94,-117,0,-2,-81,4.2,-10,-74
COc1ccc(NC(=O)/C=C/C(=O)O)cc1Cl,8,16,6,-4,2,2,0.2,-3,20
O=C(CNC(=O)OCc1ccccc1)Oc1cc2oc(=O)cc(-c3ccccc3)c2cc1Cl,-11,13,21,-2,4,.,-1.3,-3,34

# An excerpt from above in order of number of heavy atoms, lowest first:
smiles,CCR6 antagonist,Jurkat NFkB inh,697 NFkB inh,XBP1 UPR activ,CXCR6 block,Gli-Sufu antag,CHOP UPR activ,EBI2 block,Mdm2-MdmX inh
S=C(NCc1cccc(Cl)c1)NCc1ccco1,8,-2,-5,-1,3,-17,3.3,3,-3
CCCCn1c(=O)c2c(O)cc(=O)oc2c2ccccc21,-1,2,-5,1,-5,32,-3.6,-4,0
COC(=O)COc1ccc(S(=O)(=O)N2CCN(c3ccccc3F)CC2)cc1C,-4,-13,-2,-1,-4,-10,-2.3,-8,-3
CCN(C(=O)CN1CCN(c2ccccc2)CC1)c1c(N)n(Cc2ccccc2)c(=O)[nH]c1=O,-8,-5,11,-2,9,5,1.9,0,-11

# Remaining list, next part:
smiles,CCR6 antagonist,Jurkat NFkB inh,697 NFkB inh,XBP1 UPR activ,CXCR6 block,Gli-Sufu antag,CHOP UPR activ,EBI2 block,Mdm2-MdmX inh
CC(=O)Nc1ccc(S(=O)(=O)Nc2nc3ccccc3nc2Nc2ccccc2)cc1,5,-4,8,2,-14,-1,-1.2,2,-7
CC(C)(C)C(=O)Oc1cc(N)n(S(=O)(=O)c2ccc(F)cc2)n1,9,1,4,-2,-5,-2,1.1,-43,8
COc1cc2c3c(c1OC)C1(C=CC(=O)C=C1)CC3N(C(C)=O)CC2 (stereo unspecified),-7,6,3,0,-5,9,-1.0,-5,-15
CCOc1ccc2nc(SCC(=O)NCC3CCCO3)c(C#N)cc2c1 (stereo unspecified),10,-24,-14,3,-1,-6,1.3,8,-14
CCN(CC)C1CCN(C(=O)c2cc(COc3ccccc3SC)on2)C1 (stereo unspecified),9,-10,-8,0,2,10,-0.3,-5,17
CNc1nc(C)c(C(C)(C)C)s1,1,-4,4,-3,-6,1,1.4,-13,42
CCC(c1nnnn1C(C)(C)CC)N(CCCO)Cc1cc2cccc(C)c2[nH]c1=O (stereo unspecified),-4,20,11,0,-5,-2,-2.4,2,19
CC1c2nc3ccccc3n2C(CC(=O)NCCCN2CCOCC2)C(=O)N1Cc1ccccc1 (stereo unspecified),21,-6,1,-1,5,4,2.2,4,15
COc1ccccc1CNC(=O)Cn1cnnn1,1,1,-9,5,2,8,1.1,1,20
CNc1ncc(C(=O)c2ccc(F)cc2)s1,9,-21,-44,0,-1,-42,1.7,3,-2
O=C(NCc1cccnc1)c1ccc(Cl)cc1[N+](=O)[O-],-5,-10,5,2,-10,6,-0.9,-3,4
COc1ccccc1C(=O)Nc1ccc(S(=O)(=O)Nc2cnc3ccccc3n2)cc1,15,6,-7,0,-2,-7,0.8,-6,-7
CCc1cc(CNC(=O)C2CCC(=O)N(CCc3ccc(OC)cc3)C2)on1 (stereo unspecified),2,-9,-1,-7,1,8,11,11,-3
O=[N+]([O-])c1ccccc1N(S(=O)(=O)c1ccccc1)S(=O)(=O)c1ccccc1,20,.,.,.,11,5,.,12,.
Cc1c(C(=O)OCC(=O)N2CC(C)OC(C)C2)oc2ccc(Br)cc12 (stereo unspecified),4,-3,-5,0,-4,9,1.9,-1,-4
CC(C)(C)c1ccc(C(=O)N2CCC(C(=O)NCc3ccco3)CC2)cc1,-7,3,-124,3,4,-6,2.6,4,16
COc1ccc(NC(=O)C2CCC2)cc1S(=O)(=O)Nc1cc(C)ccc1Br,9,-8,-16,-3,1,9,-0.3,-4,12
Cc1ccsc1/C=N/NC(=O)Cc1cc(=O)[nH][nH]1,4,-1,9,2,0,0,0.3,-4,-14
COC(=O)C1=NN(C(C)(C)CC(C)=O)C2C(=O)N(C3CCCCC3)C(=O)C12 (stereo unspecified),-1,3,8,-2,0,0,0.6,1,-8
O=c1[nH]c(=O)n([C@H]2C[C@H](O)[C@@H](CO)O2)cc1F,3,.,.,.,-4,37,.,-30,.
O=C(CCN1CCCCC1)N/N=C/c1ccc(Br)cc1,7,-1,-1,-1,-6,11,-1.2,7,12
CC(C)n1ncc2c(C(=O)Nc3ccc(S(N)(=O)=O)cc3)cc(C3CC3)nc21,14,-15,1,3,-1,-1,0.3,13,8
CCOC(=O)c1c(OCC)[nH]c2c1cc(O)c1ccccc12,11,16,6,4,-1,-2,0.2,1,8
COc1cc2c(cc1OC)C(c1ccccc1)N(C(=O)c1ccccc1F)CC2 (stereo unspecified),7,8,5,-1,4,3,-0.4,10,9
Cc1ccn(CC(=O)N2N=C(C(F)F)CC2(O)C(F)F)n1 (stereo unspecified),-12,-2,7,-1,-4,-1,-2.3,-7,15
Cc1ccc(OCC(=O)N2CCCCC2C)c([N+](=O)[O-])n1 (stereo unspecified),0,4,-9,-2,-2,7,0.1,-7,2
Cc1cccc(NC2=CC(=O)CC(C)(C)C2)c1C,8,-2,2,-3,5,5,-1.5,5,3
O=C(NCc1ccccc1Cl)[C@@H]1CCCN1S(=O)(=O)c1ccc(Cl)cc1,14,-9,17,-5,6,-16,-1.0,3,16
Cc1cc(C(=O)OCC(=O)NCc2ccco2)c(C)o1,1,2,6,-2,-3,-7,0.6,-7,24
CC1(C)Cc2ccccc2-c2nc(-c3ccccc3)oc(=O)c21,24,-8,-1,-1,-11,-7,-1.3,6,-7
CC1(C)CC2(CCCN(CC(O)(c3ccccc3)c3ccccc3)C2)CCO1 (stereo unspecified),28,11,-3,-3,-1,-1,1.8,16,-3
